Tau fibril FP: qHTS for Inhibitors of Tau Fibril Formation, Fluorescence Polarization. Microtubule-associated protein tau (Homo sapiens), P10636. K18 P301L tau heparin fibrillization, Alexa594 FP, 6 h. Potency, µM (doses to about 57.7 µM), for the others: top-dose activity, negative = inhibition, usual class: inhibitors. 280,000 compounds, 0.39% hits. AID 1468, 2008; further: nearly all actives have a fitted effect of over 55% in size
Target sequence (P10636 561-689 P618L limits assumed): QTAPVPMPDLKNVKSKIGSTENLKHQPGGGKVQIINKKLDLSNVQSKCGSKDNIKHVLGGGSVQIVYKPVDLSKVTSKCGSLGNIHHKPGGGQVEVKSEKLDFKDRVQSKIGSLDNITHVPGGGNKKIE
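K18 P301L tau (15 uM unlabeled/0.24 uM Alexa 594-labeled, final) + compound + heparin 20 uM final; 100 mM NaOAc pH 7; 6 hr 37 C; ThT 30 uM final added, 1 hr RT; FP ex 555/em 632 nm.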
Tau fluor counter: Counterscreen qHTS for Inhibitors of Tau Fibril Formation, Fluorescence Polarization; Potency, µM (series often up to 57.7 µM), inactives show at the top dose activity change, negative = decrease; 280,000 compounds, 0.93% hits; AID 1463, 2008; tau K18 P301L Alexa594 fluorescence, heparin fibrillization; further: nearly all actives have a fitted effect of over 55% in size
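Human tau K18 P301L (15 uM unlabeled, 0.24 uM Alexa 594-labeled) in 100 mM sodium acetate pH 7 with 20 uM heparin, 6 hr at 37 C. ThT 30 uM added, 1 hr ambient; Alexa 594 FP and total fluorescence read at 555/632 nm.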
Tau ThT inhib: qHTS for Inhibitors of Tau Fibril Formation, Thioflavin T Binding. recombinant tau K18 P301L, heparin-induced fibrillization, ThT fluorescence. AID 1460, 2008. 270,000 compounds, 2.1% hits. Microtubule-associated protein tau (Homo sapiens), P10636. Potency, µM (series often up to 57.4 µM), without a hit: top-dose activity, negative = inhibition, actives largely listed as inhibitors; further: nearly all actives have a fitted effect of over 55% in size
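Using a mix of unlabeled (15 uM) and Alexa 594-labeled (0.24 uM) tau K18 P301L, heparin-triggered fibrillization over 6 hr at 37 C was scored by ThT fluorescence.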
Active calls of the source: *; ? = inconclusive. The call rests on the fitted dose curve; in most records, active means well fitted curve in the direction sought with a large enough effect; inconclusive means small, poorly fitted or top-dose-only effect, or another doubt; inactive means no such curve, though single readings can be large; an effect the other way counts as inactive or inconclusive. On the % scale 0 is the no-effect control and ±100 the full control effect; potency means the concentration at half of the fitted maximal effect. Not all compounds are listed. The share of hits here may be higher or lower than overall.

SMILES | Tau fibril FP | Tau fluor counter | Tau ThT inhib
Cc1ccc(CNC(=O)C2CCCN(c3ncnc4onc(-c5ccc(F)cc5)c34)C2)cc1 (stereo not drawn) | -3% | -13% | 2%
Cc1ccc(/C=C/c2onc(C)c2S(=O)(=O)N2CCC(C(=O)N3CCN(c4ccccc4F)CC3)CC2)cc1 | -4% | 3% | 2%
CCOC(=O)c1cccc(NC(=O)c2cc(CN3CCOCC3)on2)c1 | 5% | -1% | -11%
COc1ccccc1N1CCN(C(CNC(=O)C(=O)NCCN(C)C)c2cccnc2)CC1 (stereo not drawn) | 4% | -2% | -2%
CC(C)c1ccc(NC(=O)CSC2=Nc3ccccc3C3=NC(CC(=O)NC4CCCCC4)C(=O)N23)cc1 (stereo not drawn) | -9% | -13% | -4%
COc1ccc(OC)c(CCNC(=O)c2cc3cccc4c3n2CC(C)S4)c1 (stereo not drawn) | -6% | ? | -9%
COc1ccccc1CNC(=O)COCc1cc(-c2ccc3c(c2)OCO3)on1 | 7% | -11% | -16%
O=C(C1CCC1)N1CCCc2cc(S(=O)(=O)Nc3ccc(F)cc3)ccc21 | -11% | -22% | -2%
CCOc1ccccc1CNS(=O)(=O)c1cnc(N)nc1 | 5% | -2% | -20%
CCOc1ccc(CNC(=O)CS(=O)(=O)c2cccc3nsnc23)cc1 | 0% | -4% | -5%
CCOc1ccc(CCNC(=O)c2ccc(-c3nc(CSc4ccccc4)c(C)o3)cc2)cc1 | -10% | 6% | -8%
Cc1ccc(NC(=O)CN(Cc2ccccc2)S(=O)(=O)c2ccc3nc(C)sc3c2)c(C)c1 | -2% | -8% | -5%
COc1ccc2c(Sc3ccc(Cl)cc3)c(C(=O)N3CCC(C)CC3)[nH]c2c1 | -3% | -18% | -2%
Cc1ccc(CNc2ncnc3c2nc2n3CCCC2)cc1 | -5% | 2% | 3%
COc1cc(C(=O)NCC(c2ccc(N(C)C)cc2)N2CCc3ccccc32)cc(OC)c1OC (stereo not drawn) | -2% | ? | ?
CC(Oc1ccccc1)C(=O)Nc1nnc(S(=O)(=O)N2CCCCCC2)s1 (stereo not drawn) | 11% | -27% | ?
COCCn1c(C)cc(O)c(C(c2ccc(OC)cc2)N2CCCCC2)c1=O (stereo not drawn) | -1% | -8% | ?
COc1ccccc1C(=O)OCc1cc(=O)n2nc(C3CCCCC3)sc2n1 | 5% | 6% | -17%
CCOc1ccccc1NC(=O)Cn1ccn(-c2ccccc2)c(=O)c1=O | 14% | -22% | -3%
Cc1ccccc1C(=O)NCCc1sc(-c2ccc(Cl)cc2)nc1C | -7% | -10% | -9%
CCCCc1ccc(NC(=O)COc2cccc3c(=O)n(C)ccc23)cc1 | -14% | -15% | -16%
CC(=O)N1CCC2(CC1)OC(=O)C(C)=C2C(=O)NCc1ccccc1Cl | -6% | -4% | -4%
COc1ccc(CCN2CCC(CNC(=O)c3cnn(-c4cccc(Cl)c4)c3C3CCN(C(=O)OC(C)(C)C)CC3)CC2)cc1 | 1% | -17% | -17%
CCc1ccccc1N1C(=O)N(Cc2cccc(Cl)c2)c2ccccc2S1(=O)=O | ? | ? | -12%
Cc1cccc(NC(=O)CSc2nc(-c3ccco3)nc3cc(=O)[nH]n23)c1 | -9% | -3% | -12%

(further entries)
SMILES | Tau fibril FP | Tau fluor counter | Tau ThT inhib
Cc1ccccc1CN1C(=O)c2ccccc2S(=O)c2ccc(C(=O)NC3CCC(C)CC3)cc21 (stereo not drawn) | 0% | -4% | -6%
Cc1ccc(-c2noc(-c3cccnc3NCc3ccco3)n2)cc1 | ? | -21% | 8%
COc1ccccc1NC(=O)Cn1c(SCC(=O)NCc2ccccc2)nc2ccccc21 | 2% | -6% | 4%
CCN(c1ccc(Cl)cc1)S(=O)(=O)c1nnc(NC(=O)c2ccccc2C)s1 | ? | -9% | -12%
CCN(CC)c1ccc(-c2nc(-c3ccncc3)no2)cc1[N+](=O)[O-] | 0% | -6% | -1%
Cc1ccc2c(=O)c(C(=O)c3ccc(F)cc3)cn(CC(=O)NC3CCCCC3)c2n1 | -9% | -4% | -15%
CCS(=O)(=O)c1ncc(N(Cc2ccco2)Cc2ccccc2F)c(C(=O)Nc2cccc(Cl)c2)n1 | ? | -9% | 8%
CCc1ccccc1NC(=O)C(=O)NCC(c1cccnc1)N1CCN(c2ccccc2F)CC1 (stereo not drawn) | -13% | -16% | -3%
CCn1nc(C)c2c(-c3ccccc3)cc(=O)n(C(C)C(=O)NCc3ccccc3OC)c21 (stereo not drawn) | -2% | -5% | -17%
Cc1ccc(CNC(=O)CSc2nc3n[nH]c(C)c3c(=N)n2-c2ccccc2Cl)cc1 | -9% | -29% | ?
Cc1ccc(CN2C(=O)c3ccccc3Sc3ccc(C(=O)NCCCN4CCOCC4)cc32)cc1 | -8% | -25% | -7%
CN1CCN(C(CNC(=O)C(=O)Nc2ccc(Cl)cc2)c2cccnc2)CC1 (stereo not drawn) | 4% | -1% | -17%
CCCCn1c(=O)c2oc3ccccc3c2n(Cc2ccc(C)cc2)c1=O | -2% | -8% | -2%
CCOc1ccc(-c2nnc(SCC(=O)NCCC(C)C)nc2-c2ccc(OCC)c(OC)c2)cc1OC | 5% | -5% | -11%
CCc1ccc2nc(N(CCN(CC)CC)C(=O)c3ccco3)sc2c1 | -14% | -20% | 5%
O=C(NCc1ccccc1Cl)C(=O)NCC(c1ccco1)S(=O)(=O)c1cccs1 (stereo not drawn) | -4% | -13% | -6%
Cc1ccc(NC(=O)c2c(C)cc(C)nc2SCC(=O)Nc2ccc(Br)cc2)cc1 | ? | -15% | 9%
O=C(NCCc1ccccc1)C1COc2ccccc2C1 (stereo not drawn) | 9% | 6% | -8%
COc1ccc(C)cc1NC(=O)C(=O)NCC(c1cccnc1)N1CCN(c2ccccc2F)CC1 (stereo not drawn) | -5% | ? | -7%
COc1ccc(CNC(=O)CCC(=O)N2CC3CCCN3c3ccccc32)c(OC)c1 (stereo not drawn) | 16% | -6% | -6%
COc1cc(Cl)c(NC(=O)C(NS(=O)(=O)c2cccs2)C(C)C)c(OC)c1 (stereo not drawn) | -4% | -9% | -6%
Cc1ccc(NC(=O)c2cc(S(=O)(=O)N3CCCC3)c[nH]2)c(C)c1 | -3% | -5% | 2%
CS(=O)(=O)c1ccccc1-c1nnc(NC(=O)c2ccc3c(c2)OCCO3)o1 | 3% | -1% | -7%
CCOc1ccc(NC(=O)CC2C(=O)N(c3ccccc3)C(=O)N2Cc2cccc(OC)c2)cc1 (stereo not drawn) | 2% | -26% | -7%
Cc1ccc(C)c(NC(=O)c2cc(S(=O)(=O)N3CCc4ccccc4C3)ccc2F)c1 | ? | -3% | 9%

Going on with the list.
SMILES | Tau fibril FP | Tau fluor counter | Tau ThT inhib
CC(=O)c1cccc(NS(=O)(=O)c2cc3c(cc2C)n(C)c(=O)c(=O)n3C)c1 | -1% | -3% | -5%
CC(C)c1nn2c(=O)cc(COC(=O)c3cccc(NC(=O)c4ccccc4F)c3)nc2s1 | 2% | 0% | ?
CCOc1ccc(NC(=O)CN2C(=O)COc3ccc(S(=O)(=O)Nc4ccccc4)cc32)cc1 | ? | ? | -5%
Cc1nc2ccn(Cc3ccccc3)c(=O)c2cc1C(=O)N1CCN(c2ccc(F)cc2)CC1 | 4% | -2% | -5%
Cn1c(=O)c2c(SCC(=O)N3CCc4ccccc43)nc(-c3cccc(F)c3)nc2n(C)c1=O | -5% | -2% | 2%
Cc1cccc(-c2nc(CCNC(=O)c3ccco3)cs2)c1 | -20% | -12% | -7%
COc1ccccc1CNS(=O)(=O)c1cc2c3c(c1)CCN3C(=O)CC2 | -12% | 2% | 2%
Cc1ccc(NC(=O)c2cc(S(=O)(=O)N3CCC4(CC3)OCCO4)ccc2F)cc1Cl | -15% | ? | 3%
COc1ccc(CNC(=O)CSc2ncc(S(=O)(=O)c3ccc(C)c(Cl)c3)c(=O)[nH]2)cc1 | 2% | 4% | -1%
COc1cc(OC)c(NC(=O)NCCn2nnc3cc(S(=O)(=O)N(C)C)ccc32)cc1Cl | 9% | -19% | -7%
CCC(NC(=O)Nc1cccc(C)c1)c1c(-n2cccc2)sc2c1CCN(C)C2 (stereo not drawn) | -12% | -30% | -8%
CCc1cccc(C)c1NC(=O)CCCn1nc(C)c2sc3ccccc3c2c1=O | -5% | 2% | -2%
COC(=O)c1ccc(C2C=C(c3ccc(Cl)cc3)Nc3nc4ccccc4n32)cc1 (stereo not drawn) | 2% | -8% | ?
Cc1cccc(N(C)c2nc3ccc(C(=O)c4ccccc4)cc3n3c(C)nnc23)c1 | -4% | -18% | ?
COc1ccc(OCc2ccc(-c3nc(C#N)c(N4CCC(C)CC4)o3)o2)cc1 | -3% | ? | -10%
CC(CNC(=O)CCn1c(=O)c2cccn2c2ccc(F)cc21)c1ccccc1 (stereo not drawn) | -3% | -18% | -16%
Cc1ccccc1OCC(=O)OCc1cc(=O)n2nc(C3CC3)sc2n1 | 3% | -7% | -13%
NC(=O)C1CCN(C(=O)c2cccc(NC(=O)c3nsc4ccccc34)c2)CC1 | -3% | -4% | -4%
CC(C)c1ccc(S(=O)(=O)N2CCC(n3c(C(F)(F)F)nc4cccnc43)CC2)cc1 | 2% | -26% | ?
O=C(Cn1c(SCCOc2ccc(Cl)cc2)nc2ccccc21)N1CCCCC1 | 4% | 4% | -4%

Sorted by molar mass (largest number first): part of the list above.
SMILES | Tau fibril FP | Tau fluor counter | Tau ThT inhib
COc1ccc(CNC(=O)CSc2ncc(S(=O)(=O)c3ccc(C)c(Cl)c3)c(=O)[nH]2)cc1 | 2% | 4% | -1%
COc1cc(OC)c(NC(=O)NCCn2nnc3cc(S(=O)(=O)N(C)C)ccc32)cc1Cl | 9% | -19% | -7%
CCOc1ccc(NC(=O)CN2C(=O)COc3ccc(S(=O)(=O)Nc4ccccc4)cc32)cc1 | ? | ? | -5%
Cn1c(=O)c2c(SCC(=O)N3CCc4ccccc43)nc(-c3cccc(F)c3)nc2n(C)c1=O | -5% | -2% | 2%
CCOc1ccc(NC(=O)CC2C(=O)N(c3ccccc3)C(=O)N2Cc2cccc(OC)c2)cc1 (stereo not drawn) | 2% | -26% | -7%
Cc1ccc(NC(=O)c2cc(S(=O)(=O)N3CCC4(CC3)OCCO4)ccc2F)cc1Cl | -15% | ? | 3%
CC(C)c1nn2c(=O)cc(COC(=O)c3cccc(NC(=O)c4ccccc4F)c3)nc2s1 | 2% | 0% | ?
Cc1nc2ccn(Cc3ccccc3)c(=O)c2cc1C(=O)N1CCN(c2ccc(F)cc2)CC1 | 4% | -2% | -5%
CC(C)c1ccc(S(=O)(=O)N2CCC(n3c(C(F)(F)F)nc4cccnc43)CC2)cc1 | 2% | -26% | ?
Cc1ccc(C)c(NC(=O)c2cc(S(=O)(=O)N3CCc4ccccc4C3)ccc2F)c1 | ? | -3% | 9%
COc1cc(Cl)c(NC(=O)C(NS(=O)(=O)c2cccs2)C(C)C)c(OC)c1 (stereo not drawn) | -4% | -9% | -6%
O=C(Cn1c(SCCOc2ccc(Cl)cc2)nc2ccccc21)N1CCCCC1 | 4% | 4% | -4%
COc1ccc(CNC(=O)CCC(=O)N2CC3CCCN3c3ccccc32)c(OC)c1 (stereo not drawn) | 16% | -6% | -6%
CCc1cccc(C)c1NC(=O)CCCn1nc(C)c2sc3ccccc3c2c1=O | -5% | 2% | -2%
CCC(NC(=O)Nc1cccc(C)c1)c1c(-n2cccc2)sc2c1CCN(C)C2 (stereo not drawn) | -12% | -30% | -8%
NC(=O)C1CCN(C(=O)c2cccc(NC(=O)c3nsc4ccccc34)c2)CC1 | -3% | -4% | -4%
Cc1cccc(N(C)c2nc3ccc(C(=O)c4ccccc4)cc3n3c(C)nnc23)c1 | -4% | -18% | ?
CS(=O)(=O)c1ccccc1-c1nnc(NC(=O)c2ccc3c(c2)OCCO3)o1 | 3% | -1% | -7%
COc1ccc(OCc2ccc(-c3nc(C#N)c(N4CCC(C)CC4)o3)o2)cc1 | -3% | ? | -10%
CC(CNC(=O)CCn1c(=O)c2cccn2c2ccc(F)cc21)c1ccccc1 (stereo not drawn) | -3% | -18% | -16%
COc1ccccc1CNS(=O)(=O)c1cc2c3c(c1)CCN3C(=O)CC2 | -12% | 2% | 2%
Cc1ccccc1OCC(=O)OCc1cc(=O)n2nc(C3CC3)sc2n1 | 3% | -7% | -13%
Cc1cccc(-c2nc(CCNC(=O)c3ccco3)cs2)c1 | -20% | -12% | -7%

A different layout for part of the listing above.
Fields: Tau fibril FP	Tau fluor counter	Tau ThT inhib
COc1ccccc1CNS(=O)(=O)c1cc2c3c(c1)CCN3C(=O)CC2
 : -12%	2%	2%
Cc1ccc(NC(=O)c2cc(S(=O)(=O)N3CCC4(CC3)OCCO4)ccc2F)cc1Cl
 : -15%	?	3%
